S1P1 ag-PAM – S1P1 (human) agonism or agonism potentiation; P21453; S1P1 CRE-bla cells, forskolin, beta-lactamase FRET, potentiator mode; S1P1 agonist co-added at EC20, 2 nM; 100% = saturating reference agonist, 0% = basal; activation, % at 9.5 µM; hit rate 0.57% among 56,000;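 active = activation above a cutoff set at the mean activation of all tested compounds plus 3 SD, cut at about 54% in these data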;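 note: forskolin at 4 µM as EC80 and the EC20 agonist is SEW2871; 100% = SEW2871 at its EC100 plus forskolin at EC80; some compounds past the cut are filed as inactive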
M1 ag – activates the M1 muscarinic receptor; CHO-M1 cells, Fluo-4 calcium fluorescence, agonist mode; active compounds read high; AID 626; hit rate 3% among 64,000; B-score at 10 µM;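 active = fluorescence rise, raw or as B-score row- and column-corrected plate score, outside the 99.7% band of its plate's samples, either direction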
5HT1E antag – 5-HT1E (human) receptor antagonism; P28566; CHO 5-HT1E Ga15 NFAT-bla reporter, FRET, antagonist; inhibition, % at 6 µM; hit rate 0.99% among 65,000;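 active = inhibition above a set limit, the mean inhibition across every tested compound plus 3 SD, cut at about 29% in these data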;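 note: signal is the 460 over 535 nm emission ratio of beta-lactamase substrate; 0% = agonist plus DMSO wells and 100% = wells without agonist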
5HT1E ag – agonists of human 5-HT1E serotonin receptor; CHO 5-HT1E Ga15 NFAT-bla reporter, FRET; 0% DMSO wells, 100% control agonist wells; activation, % at 6 µM; P28566; hit rate 0.69% among 65,000;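 active = activation above a set limit, the screen-wide mean activation plus 3 SD, cut at about 8.5% in these data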;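 note: 100% = positive control agonist at 1 µM giving full maximal response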
S1P3 agonist – activates the human S1P3 receptor. activation, % at 4.5 µM. hit rate 0.1% among 60,000. S1P3 NFAT-BLA reporter cells, agonism, FRET ratio; relative to 1 µM S1P, basal subtracted. Q99500;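 active = activation above the screen-wide mean plus 3 SD, cut at about 4.5% in these data, passing the limit was not always enough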; note: some compounds called inactive have numbers as strong as hits
Target sequence (Q99500 whole entry, looked up): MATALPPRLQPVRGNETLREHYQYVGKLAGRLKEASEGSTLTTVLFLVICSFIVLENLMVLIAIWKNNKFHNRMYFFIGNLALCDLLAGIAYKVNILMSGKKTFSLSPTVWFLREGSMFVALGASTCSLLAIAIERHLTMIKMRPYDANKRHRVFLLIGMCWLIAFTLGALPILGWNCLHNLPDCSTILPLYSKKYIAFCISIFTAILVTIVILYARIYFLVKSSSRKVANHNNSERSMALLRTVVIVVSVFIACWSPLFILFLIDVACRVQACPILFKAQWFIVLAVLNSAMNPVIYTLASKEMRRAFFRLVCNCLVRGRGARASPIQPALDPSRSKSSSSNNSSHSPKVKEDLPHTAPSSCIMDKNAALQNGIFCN
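Measure – % activation relative to 1 µM S1P (100%), per plate · System – stable CHO line with human S1P3, Gα16, NFAT-BLA reporter · Timing – cells plated overnight, compound 4 h 37 °C, substrate 2 h RT · Technique – fluorescent BLA substrate, ex 405 nm, em 460/535 nm ratio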
Jurkat tox 60K – cytotoxicity toward Jurkat cells. Jurkat E6.1 viability, ATP luminescence, 48 h. inhibition, % at 4 µM. hit rate 1.2% among 56,000;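 active = inhibition above the mean inhibition of all tested compounds plus 3 SD, cut at about 28% in these data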
M1 antagonist – M1 muscarinic receptor (rat) antagonism. P08482. CHO-M1 cells, Fluo-4 calcium, ACh EC80 antagonist mode; active compounds read low. B-score at 10 µM. hit rate 3.4% among 64,000. AID 628;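 active = calcium fluorescence response, raw or row-and-column corrected B-score, differing from the plate sample mean either way at a set confidence level, mostly lower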
Target sequence (P08482 whole entry, looked up): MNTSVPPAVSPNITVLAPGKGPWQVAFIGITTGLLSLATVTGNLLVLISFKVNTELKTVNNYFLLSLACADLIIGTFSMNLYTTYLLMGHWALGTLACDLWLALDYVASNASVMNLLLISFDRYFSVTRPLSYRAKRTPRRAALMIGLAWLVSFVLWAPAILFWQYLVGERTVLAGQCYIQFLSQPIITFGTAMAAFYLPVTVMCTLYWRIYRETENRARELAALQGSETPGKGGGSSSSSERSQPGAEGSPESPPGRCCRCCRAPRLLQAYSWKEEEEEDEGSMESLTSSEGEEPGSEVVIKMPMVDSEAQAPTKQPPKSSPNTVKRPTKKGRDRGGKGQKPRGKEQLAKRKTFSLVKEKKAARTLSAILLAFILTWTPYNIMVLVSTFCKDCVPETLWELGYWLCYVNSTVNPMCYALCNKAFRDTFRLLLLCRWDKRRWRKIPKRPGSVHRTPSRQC
HER2 expr 66K – inhibitors of human Her2 kinase expression; P04626; SKBR-3 HER2 protein level, AlphaScreen, 18-24 h; active compounds read low; HER2 level % of control, % at 10 µM; hit rate 0.69% among 65,000;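 active = HER2 level under 5% of the carrier-only control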;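 note: 100% = DMSO carrier and 0% = 500 nM PU-H71 HSP90 inhibitor; lower value means stronger loss of Her2 protein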
HEK293 NFkB inh – inhibitors of the PMA/ionomycin-induced NF-kB reporter in HEK293 cells; HEK-293 NF-kB luciferase reporter, luminescence; inhibition, % at 3 µM; hit rate 0.21% among 62,000; AID 465;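 active = inhibition above the mean of all tested compounds plus 3 SD, cut at about 40% in these data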;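 note: 0% = stimulated DMSO wells and 100% = 10 µM reference inhibitor 5653914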
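Signal: luciferase luminescence; Material: HEK-293 cells with stable firefly luciferase reporter driven by four HIV NF-kB elements; Probe or stimulus: PMA with ionomycin; Replication: tested once; Times: 1 h compound pretreatment, then 16 h stimulation at 37 °C, 5% CO2; Benchmarks: DMSO and 10 µM reference inhibitor; Evaluation: per-plate % inhibition versus controls.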
* marks the source's active call; other numbers are inactive results; . = no result given.

SMILES	S1P1 ag-PAM	M1 ag	5HT1E antag	5HT1E ag	S1P3 agonist	Jurkat tox 60K	M1 antagonist	HER2 expr 66K	HEK293 NFkB inh
CCOc1cccc(C2C(C(=O)c3ccc(C)o3)=C(O)C(=O)N2c2nccs2)c1 (centres undefined)	.	55*	6	0.0	.	.	0.27	118	21
Cc1nc2nc(-c3cccnc3)[nH]n2c(=O)c1Cc1ccccc1	3	0.18	10	0.0	-1.5	10	0.18	88	-7
CCOc1ccccc1CNC(=O)C1CCCN(c2nc3ccccc3o2)C1 (centres undefined)	15	-1.3	1	-0.2	0.9	7	-0.63	125	6
CC1CCc2nc(NC(=O)c3ccco3)sc2C1 (centres undefined)	7	0.48	9	-1.4	-1.0	5	-0.016	21	2
Cn1c(=O)c2c(nc(SCC(=O)N3CCc4ccccc43)n2Cc2ccccc2)n(C)c1=O	-4	0.33	-9	0.5	-0.5	3	0.9	80	2
O=C(Nc1nc(-c2ccccn2)cs1)C1COc2ccccc2O1 (centres undefined)	-4	0.28	5	-1.1	-0.2	20	-0.11	74	6
CCN(CC)CCN1C(=O)C(=O)/C(=C(/O)c2ccc(Cl)cc2)C1c1ccncc1 (centres undefined)	-11	-0.43	0	1.0	-2.3	.	0.7	74	.
CCOc1ccc(-n2c(SCC(=O)Nc3ccc(OC)cc3OC)nc3c(c2=O)SCC3)cc1	-13	-0.37	-13	0.9	-0.2	2	0.49	81	17
CC(=O)OC(Cn1nc(C)cc1C)c1ccccc1 (centres undefined)	10	0.48	-6	0.3	-1.6	-7	0.015	127	6
Cc1cc2c(c(=O)o1)C(CC(C)C)C(C#N)=C(N)O2 (centres undefined)	-10	-0.67	-4	0.1	-1.1	.	0.073	112	.

Marked active in M1 ag (from the list above):
smiles	S1P1 ag-PAM	M1 ag	5HT1E antag	5HT1E ag	S1P3 agonist	M1 antagonist	HER2 expr 66K	HEK293 NFkB inh
CCOc1cccc(C2C(C(=O)c3ccc(C)o3)=C(O)C(=O)N2c2nccs2)c1 (centres undefined)	.	55*	6	0.0	.	0.27	118	21

Next entries follow:
SMILES	S1P1 ag-PAM	M1 ag	5HT1E antag	5HT1E ag	S1P3 agonist	Jurkat tox 60K	M1 antagonist	HER2 expr 66K	HEK293 NFkB inh
Cn1c(=O)c2c(nc(NCc3ccccc3)n2CC(=O)NCc2ccccc2)n(C)c1=O	-4	-0.64	-9	0.5	0.4	-3	0.14	103	18
CC(C)(C)n1nnnc1C(c1cccs1)N(Cc1cccnc1)CC1CCCO1 (centres undefined)	-10	0.024	-12	-1.0	0.2	-1	-5.6*	92	9
O=C(COc1ncnc2sccc12)Nc1ccc2c(c1)OCCO2	-7	-0.37	1	0.1	-0.7	-1	1.3	114	6
Cn1c(=O)oc2cc(S(=O)(=O)Nc3cccc4c3CCCC4)ccc21	9	-0.79	2	-0.4	-0.3	12	-0.42	97	-6
CCN=C1SC(CC(=O)Nc2ccccc2)C(=O)N1CC (centres undefined)	2	11*	10	0.1	0.4	4	-3.8*	92	-6
O=C(NC1CC1)c1ccc(S(=O)(=O)NC2CCCCCC2)cc1	4	-1.1	0	0.6	-0.4	5	-0.2	65	10
CCc1cc2c(N[C@@H](C)C(=O)O)ncnc2s1	-12	1.2	-6	0.6	-0.5	-4	0.68	96	10
CCN(CC)Cc1cc(CC(C(N)=O)C(N)=O)ccc1OC	10	1.1	0	0.1	-1.2	0	-2.5*	130	12
Cc1oc2nc(SCCCC(=O)NCCO)nc(N)c2c1C	3	0.76	-6	0.2	-0.1	-9	0.14	97	1
Nc1ccccc1OCCOCCOc1ccccc1N	-7	-1.1	-11	0.2	-0.1	-8	0.46	105	8
COc1ccc(OCC(O)Cn2c(=N)n(CCN3CCCCC3)c3ccccc32)cc1 (centres undefined)	-17	1.2	-1	2.1	-1.1	15	-1.4	92	8
NC(=O)C1CCN(c2nc(C3CC3)nc3c2nnn3Cc2ccccc2Cl)CC1	.	0.38	8	0.3	.	.	-0.11	43	16
OC(CNc1nc2ccccc2s1)c1ccccc1 (centres undefined)	-15	0.026	2	-0.7	-0.6	-1	-0.0024	95	0
CN1CCN(c2ncnc3c2[nH]c2ccc(F)cc23)CC1	-7	2.7	-3	0.7	-2.8	.	-6.2*	123	.
COc1ccc(-c2nc3n(n2)C(c2cccnc2)C(C(N)=O)=C(C)N3)cc1 (centres undefined)	-3	0.27	-1	0.1	-0.7	-6	0.16	93	5
COc1cccc(C2c3c(oc4cc(C)c(C)cc4c3=O)C(=O)N2CCCN(C)C)c1 (centres undefined)	-1	-0.93	-6	-0.7	-0.7	-4	0.47	109	8
CCN1CCN(C(=O)c2nn(-c3ccc(C)cc3)c(=O)c3c2c2ccccc2n3C)CC1	-11	0.77	1	1.1	-1.4	5	-1.5	87	15
O=C(CSc1nc2c([nH]c3ccccc32)c(=O)n1-c1cccc(Cl)c1)N1CCOCC1	-16	3.1	18	-0.4	-0.6	3	-0.45	103	4
O=C(NC1CCCCC1)c1ccc2c(=O)n(CC3CCCO3)c(=O)[nH]c2c1 (centres undefined)	5	-1.3	9	-0.3	0.4	8	-0.9	97	8
C=C(C)CSc1nc(C)c(Cc2ccccc2)c(=O)[nH]1	.	1	2	-0.3	-0.6	1	-0.27	103	8
CCN(CC)c1ccc(NC(=O)c2ccc(Br)o2)cc1	1	.	-17	0.3	-1.5	1	.	104	-50
CCOC(=O)c1c(C)c(C(=O)NCc2cccnc2)c(C)n1CC	8	-0.079	10	-1.4	-0.7	5	0.6	96	9
Cc1ccc(OCC(O)CN2CCN(c3ccccc3)CC2)cc1 (centres undefined)	.	0.056	-7	-0.6	.	.	0.52	56	12
CS(=O)(=O)N(CC(=O)N1CCCC1)c1ccc(OCc2ccccc2)cc1	.	-1.2	2	-0.7	-1.9	3	-0.51	105	10
COC(=O)c1cccc(N2C(=O)c3cccnc3C2=O)c1	-4	-0.32	-10	-0.1	0.3	-5	0.35	73	15
CCc1c(C)nc2ncnn2c1N1CCC(C(=O)Nc2ccccc2)CC1	-13	-0.38	-1	0.4	-1.3	11	-0.0041	109	6
N#CC1=C(N)C(C#N)(C#N)C2(CCC3(CC2)OCCO3)C2CC3(CC=C12)OCCO3 (centres undefined)	-12	0.82	4	-0.4	-0.7	-1	-0.37	167	9
COc1ccc(-c2cc(N)n(S(=O)(=O)c3c(F)c(F)c(F)c(F)c3F)n2)cc1OC	17	-1.3	33*	-0.2	-0.2	88*	-2.8	-13*	20
O=C(CN1CCOc2ccccc21)N1CCCC1	-5	-0.54	-3	2.4	-1.0	6	0.19	80	-15
COc1cccc(C(=O)NCC2CCN(c3ccc(S(=O)(=O)N4CCOCC4)cc3)CC2)c1	13	-0.11	1	-0.6	-0.9	11	-0.74	89	27
CN(Cc1ccccc1)C(=O)c1cc(-c2ccc(Br)cc2)on1	5	-0.9	-2	0.1	-1.8	-2	-0.11	94	-7
CC(C)(CNC(=O)c1cc2ccccc2o1)N1CCOCC1	6	1.4	-10	-0.1	0.2	-2	0.99	127	0
CN(C(=O)c1ccccc1C(=O)c1ccccc1)C1CCS(=O)(=O)C1 (centres undefined)	.	0.65	10	-0.4	-0.6	-4	-0.84	94	8
Cc1ccc2c(c1)c1ncnc(N3CCC4(CC3)OCCO4)c1n2C	-6	0.3	8	0.1	-0.4	-3	0.1	87	-20
Cc1cc(N2CCN(c3ccccc3)CC2)n2c(n1)nc1ccccc12	1	7.5*	-2	0.1	-0.4	4	-0.41	104	-2
CCOC(=O)C(C)Sc1ncnc2c1nnn2-c1ccc(F)cc1 (centres undefined)	-13	-0.41	-2	3.2	-0.1	-1	-0.82	84	-17
O=S(=O)(Nc1ccc2nc(C(F)(F)F)[nH]c2c1)c1ccccc1	.	2.4*	2	0.3	-0.8	6	-0.22	106	8
O=C(NCc1cn2ccsc2n1)c1c(F)cccc1Cl	-24	-0.079	-13	0.1	-0.4	-2	0.57	94	6
CN1/C(=C\C(=O)COc2ccc3c(c2)OCO3)C(C)(C)c2ccccc21	29	-0.11	1	14*	-1.0	8	-1.3	84	8
C=CCNC(=O)C1CC(=O)N(c2ccc(OCC(=O)Nc3ccccc3)cc2)C1 (centres undefined)	2	1	2	-0.8	-0.6	4	0.87	88	-5

Grouped by structure, the entries above with bromine
SMILES	S1P1 ag-PAM	M1 ag	5HT1E antag	5HT1E ag	S1P3 agonist	Jurkat tox 60K	M1 antagonist	HER2 expr 66K	HEK293 NFkB inh
CCN(CC)c1ccc(NC(=O)c2ccc(Br)o2)cc1	1	.	-17	0.3	-1.5	1	.	104	-50
CN(Cc1ccccc1)C(=O)c1cc(-c2ccc(Br)cc2)on1	5	-0.9	-2	0.1	-1.8	-2	-0.11	94	-7

The list continues:
SMILES	S1P1 ag-PAM	M1 ag	5HT1E antag	5HT1E ag	S1P3 agonist	Jurkat tox 60K	M1 antagonist	HER2 expr 66K	HEK293 NFkB inh
COCCNC(=O)CSc1nc2ccccc2c(=O)n1-c1cccc(OC)c1	-17	-1.8	2	-0.3	4.3	2	-0.018	92	8
CCc1ccc(NS(=O)(=O)c2cc(OC)ccc2OC)cc1	.	0.44	3	-0.1	-1.0	29*	-2	79	7
O=C(c1ccc(Cn2cc(Cl)cn2)cc1)N1CCN(c2ccccc2)CC1	.	-0.52	1	-0.2	.	.	-0.054	81	10
O=C(O)CSCc1cnn(-c2ccccc2)c1-n1cccc1	.	-0.77	5	-1.5	.	.	-0.92	115	10
CC(C)C(=O)NCCc1nc2ccccc2n1C	-15	0.63	-14	0.3	-0.2	-4	0.46	117	1
CC1=C(C(=O)OC(C)C)C(c2cccnc2)n2ncnc2N1 (centres undefined)	-19	-0.25	-3	0.8	-1.0	-10	-0.13	85	6
Cc1cccc(OCC(O)Cn2c(NCc3cccnc3)nc3c2c(=O)[nH]c(=O)n3C)c1 (centres undefined)	-2	-0.44	12	-0.8	-0.9	5	0.017	94	12
Cc1noc(C)c1C(=O)NCc1ccco1	1	-0.086	0	0.2	-0.7	-4	0.64	84	7
O=C(CSc1nnc(-c2cccnc2)o1)Oc1ccccc1	-11	0.048	-1	0.2	-0.9	-4	-0.016	80	11
CCc1ccccc1N1CC23C=CC(O2)C(C(=O)OC)C3C1=O (centres undefined)	-8	-1.3	-3	0.9	0.3	-9	0.0029	107	5
O=C1CN=C(Nc2cccc(C(F)(F)F)c2)N1C1CCCC1	.	1.5	-14	0.5	.	.	-0.95	92	6
CCOc1ccc2nc(N3CCCC(C(=O)NCCCN4CCOCC4)C3)sc2c1 (centres undefined)	-4	2.1*	13	-0.6	-0.1	-2	1	88	-14
C=CCn1c2ccccc2c2nnc(SCCCn3c(=O)[nH]c4ccccc43)nc21	.	5.3*	21	0.8	.	.	-6.6*	67	18
CN(C)c1nc(NCc2ccccc2)nc(Oc2ccc(=O)[nH]n2)n1	5	-2.7	-3	-1.3	-0.9	-1	-1.7	115	18
CCOc1ccc2nc(N3CCCN(C(=O)Nc4ccccc4C)CC3)c(C#N)cc2c1	-15	49*	5	3.0	-0.5	0	0.012	106	18
Cc1nn2c(-c3ccc(Cl)cc3)nnc2s1	-16	-0.4	9	-1.5	-4.4	.	-0.064	111	.
COc1ccc(CNC(=O)c2cc(-c3cccs3)on2)cc1	-55	-0.12	-2	-1.3	0.2	0	-0.0029	62	-11
CCN(CC)C(=O)CSc1nnc(-c2cccs2)n1Cc1ccco1	-11	-0.62	0	0.1	-1.2	-3	-0.31	107	0
